From PubChem
CASP6 VEID inh – inhibitors of human caspase-6; P55212; purified caspase-6, Z-VEID-R110 cleavage fluorescence; inhibition, % at 12.5 µM; 350,000 compounds, 0.53% hits; AID 686996;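 active means mean inhibition across replicates at least about 35%, with every replicate also reaching that limit, limit read from the data; inconclusive means only one of the two criteria met; inactive means neither criterion met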;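 further: 0% = median of neutral control wells and 100% = no fluorescence left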
Target sequence (P55212 24-179 limits assumed): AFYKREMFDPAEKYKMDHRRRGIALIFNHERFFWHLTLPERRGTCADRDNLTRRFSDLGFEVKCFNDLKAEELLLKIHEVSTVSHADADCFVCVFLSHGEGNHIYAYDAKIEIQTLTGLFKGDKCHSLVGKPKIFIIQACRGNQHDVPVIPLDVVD
Target sequence (P55212 194-293 limits assumed): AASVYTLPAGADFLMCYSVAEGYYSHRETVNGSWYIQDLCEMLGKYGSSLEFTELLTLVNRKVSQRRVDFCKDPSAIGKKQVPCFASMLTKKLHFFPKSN
LGR2 inh – inhibitors of bursicon-induced Drosophila LGR2 receptor cAMP signaling | HEK293 LGR2, CRE-luciferase, bursicon-stimulated, 4 h | inhibition, % at 9.99 µM | 380,000 compounds, 0.35% hits | AID 720647;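 active means drop in luminescence signal, shown as inhibition above about 50% in the replicate tests, limit read from the data, passing the limit was not always enough; inconclusive means probably only some replicates passing the limit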;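 further: agonist challenge used bursicon conditioned medium at about half maximal strength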
DENV2 CPE rescue – DENV2-induced cell death inhibition; 350,000 compounds, 1.7% hits; CPE inhibition, % at 9.99 µM; DENV2-infected cells, cytopathic effect rescue, plate reader; in the data active means CPE inhibition above about 20%, passing the limit was not always enough; inconclusive means no clear call, values can overlap the other calls; tested in BHK-21 cells;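 further: 0% = median of neutral control wells and 100% = median of positive control wells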
SIRT5 block – blocks human SIRT5 desuccinylation of peptide | Q9NXA8 | Purified SirT5, succinyl-peptide AMC, trypsin-coupled fluorescence | inhibition, % at 15 µM | 330,000 compounds, 1.1% hits | AID 652115; in the data active means inhibition above about 15%; inconclusive means no clear call, values can overlap the other calls
Target sequence (Q9NXA8 whole entry, looked up): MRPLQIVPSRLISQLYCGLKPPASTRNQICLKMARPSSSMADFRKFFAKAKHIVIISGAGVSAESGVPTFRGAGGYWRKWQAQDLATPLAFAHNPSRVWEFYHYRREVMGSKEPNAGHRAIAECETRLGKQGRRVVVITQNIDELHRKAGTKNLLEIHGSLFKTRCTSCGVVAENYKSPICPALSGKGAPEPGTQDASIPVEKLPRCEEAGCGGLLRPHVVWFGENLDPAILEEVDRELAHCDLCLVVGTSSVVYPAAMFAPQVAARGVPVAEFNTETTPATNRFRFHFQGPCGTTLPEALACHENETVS
ARNT-TACC3 inh – disrupts binding between human ARNT and TACC3. Q9Y6A5. AlphaScreen His-ARNT PAS-B/GST-TACC3 binding, luminescence; TACC3 fragment carries E629A point mutation. inhibition, % at 9.99 µM. 390,000 compounds, 0.66% hits. AID 623870;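 active means mean inhibition of replicates at least 50% and at least half of replicates each reaching 50%; inconclusive means half or more replicates reach 50% but mean below 50%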;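 further: 0% = complete ARNT plus TACC3 wells and 100% = ARNT alone without TACC3; many hits fall short of the cut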
EWS-Fli inh – blocks EWS/Fli oncoprotein-driven transcription; A673 NR0B1-luciferase reporter, viability-normalised; inhibition, % at 12.6 µM; 350,000 compounds, 0.67% hits;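 active means mean inhibition of at least 50% after viability correction, with every replicate also passing that limit; inconclusive means mean reaches 50% but only one of two replicates passes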;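 further: firefly luciferase signal divided by Alamar Blue viability fluorescence both relative to DMSO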
PAX8 reporter – inhibitors of PAX8 transcriptional activity in RMG-I cells | 360,000 compounds, 1.2% hits | inhibition, % at 12.6 µM | AID 652154 | RMG-I TPO-luciferase reporter, SteadyGlo, 24 h;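 active means mean replicate inhibition at least 60% with every replicate also reaching 60%; inconclusive means only one of the two criteria is met; inactive means mean below 60% and not all replicates reaching 60%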;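 further: luciferase light reporting Pax8 driven TPO promoter activity; plate controls were median of neutral control wells for no effect and mitoxantrone controls for full effect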
Active calls of the source: *; u = inconclusive; x = not tested or not shown; & = joins results of further samples.

1. CCCNC(=O)C[C@H]1CC[C@H]2[C@@H](COc3ccc(NC(=O)Nc4ccccc4)cc3C(=O)N2C)O1
2. O=C(CC(CC(=O)c1ccc(Cl)cc1)c1ccccc1C(=O)O)c1ccc(Cl)cc1
3. C[C@@H]1CN([C@H](C)CO)C(=O)c2cc(C#Cc3ccc(F)cc3)cnc2O[C@@H]1CN(C)Cc1ccccn1
4. COc1cccc(NS(=O)(=O)c2nc3nc(C)cc(C)n3n2)c1
5. O=S(=O)(NCCO)c1ccc2c(c1)Cc1cc(S(=O)(=O)NCCO)ccc1-2
6. CC(C)[C@@H]1COCc2cn(nn2)CC[C@H](Cc2ccccc2)C(=O)N1
7. CCCC(=O)Nc1cc(-c2nn(C)c(=O)c3ccccc23)ccc1OC
8. CN(C)S(=O)(=O)c1cccc(NC(=O)COC(=O)/C=C/c2ccc3c(c2)OCO3)c1
assay / entry | 1 | 2 | 3 | 4 | 5 | 6 | 7 | 8
ARNT-TACC3 inh | 6 | -16 | 0 | -12 | -6 | x | 28 | 36
PAX8 reporter | 5 | 1 | x | 3 | -12 | -13 | 4 | -1
LGR2 inh | 4 | 3 | -4 | -13 | -11 | 10 | x | -1
SIRT5 block | x | 3 | -10 | -4 | -3 | 2 | -4 | -1
DENV2 CPE rescue | 0 | 3 | 11 | u | 1 | 5 | x | x
CASP6 VEID inh | x | 2 | 1 | 3 | -5 | 6 | -5 | -2
EWS-Fli inh | -8 | 5 | -23 | -9 | -5 | -5 | x | -18

In the list so far, three contain a carbonyl joined to an NH by a bond outside any ring:
1. CCCNC(=O)C[C@H]1CC[C@H]2[C@@H](COc3ccc(NC(=O)Nc4ccccc4)cc3C(=O)N2C)O1
7. CCCC(=O)Nc1cc(-c2nn(C)c(=O)c3ccccc23)ccc1OC
8. CN(C)S(=O)(=O)c1cccc(NC(=O)COC(=O)/C=C/c2ccc3c(c2)OCO3)c1
assay / entry | 1 | 7 | 8
ARNT-TACC3 inh | 6 | 28 | 36
PAX8 reporter | 5 | 4 | -1
LGR2 inh | 4 | x | -1
SIRT5 block | x | -4 | -1
DENV2 CPE rescue | 0 | x | x
CASP6 VEID inh | x | -5 | -2
EWS-Fli inh | -8 | x | -18

Next structures follow.
9. Clc1ccc(CCNc2ncnc3c2nnn3Cc2ccccc2)cc1
10. O=C(C[C@H]1C[C@@H]2c3cc(NC(=O)NC4CCCCC4)ccc3O[C@@H]2[C@H](CO)O1)NCCc1ccccc1
11. C[C@@H]1CN([C@@H](C)CO)C(=O)c2cc(-c3ccc(F)cc3)cnc2O[C@H]1CN(C)C(=O)NC1CCCC1
12. CC(C)(C)c1ccc(C(=O)NNC(=S)NCC2CCCO2)cc1 (stereo not given)
13. CC(=O)Nc1ccc2c(c1)C(=O)N(C)[C@@H]1CC[C@@H](CC(=O)NC3CCCCC3)O[C@@H]1CO2
14. Cc1cc(OCC(=O)Nc2ccccn2)c2c(C)cc(=O)oc2c1
15. O=C(COc1ccc2c3c(c(=O)oc2c1)CCC3)NCc1cccnc1
16. COc1ccccc1/C=N/NC(=O)c1cccc(NC(=O)c2ccccc2C)c1
assay / entry | 9 | 10 | 11 | 12 | 13 | 14 | 15 | 16
ARNT-TACC3 inh | 0 | x | -5 | -20 | -27 | 1 | 3 | x
PAX8 reporter | -21 | -1 | -9 | 0 | -3 | -14 | -20 | 0
LGR2 inh | x | 1 | 12 | 21 | 10 | -19 | 3 | -6
SIRT5 block | -1 | 1 | -3 | x | x | -2 | 0 | -1
DENV2 CPE rescue | 7 | 4 | -6 | x | -3 | -4 | 0 | -3
CASP6 VEID inh | -1 | 2 | -1 | x | x | 2 | -1 | 0
EWS-Fli inh | 8 | 2 | 0 | x | 4 | x | -14 | -9

17. C#CCOCCOCCOCCNc1nc(N2CCN(C(=O)[C@H]([C@@H](C)O)n3cc(CCCCN)nn3)CC2)nc(N2CCN(C(=O)[C@H](CCCCN)n3cc(CCCC)nn3)CC2)n1
18. C[C@@H]1CN([C@@H](C)CO)C(=O)CCCn2nncc2CO[C@@H]1CN(C)S(=O)(=O)c1ccccc1F
19. CCCNC(=O)Nc1ccc2c(c1)C(=O)N(C)C[C@H](OC)[C@H](C)CN(C(=O)C1CCOCC1)[C@H](C)CO2
20. C[C@H](NC(=O)C[C@H]1C[C@H]2c3cc(NC(=O)C4CCOCC4)ccc3O[C@H]2[C@H](CO)O1)c1ccccc1
21. C[C@H](CO)N1C[C@H](C)[C@H](CN(C)C(=O)Nc2ccc(-c3ccccc3)cc2)OCc2ccccc2-c2c(n(C)c3ccccc23)C1=O
22. COc1ccccc1NC(=O)N(C)C[C@@H]1Oc2ncc(C#CCN(C)C)cc2C(=O)N([C@H](C)CO)C[C@H]1C
23. CCOC(=O)C1(Cc2cccc(Cl)c2)CCCN(C(=O)c2ccco2)C1 (stereo not given)
24. Cc1ccc(-c2nc(SCC(=O)Nc3cc(C)on3)c3c(=O)n(C)c(=O)n(C)c3n2)cc1
assay / entry | 17 | 18 | 19 | 20 | 21 | 22 | 23 | 24
ARNT-TACC3 inh | 35 | -6&0 | -14 | -6 | x | -2 | 3 | -15
PAX8 reporter | -8 | -96&-9 | -7 | 0 | x | x | -46 | x
LGR2 inh | 11 | 10&-8 | -7 | 6 | 4 | -13 | -11 | 1
SIRT5 block | -1 | -6&-5&-4 | -2 | 0 | 2 | -2 | 4 | -4
DENV2 CPE rescue | u | -2&-13&-8 | 4 | 6 | 88* | 1 | 3 | -7
CASP6 VEID inh | -58 | 0&-1&-3 | 0 | 1 | 1 | -1 | 3 | -5
EWS-Fli inh | -14 | 3&-6&-5 | -2 | 6 | 6 | -3 | -16 | 5

25. C=CC[C@]12C[C@@]3(O[C@H](c4ccc(C(F)(F)F)cc4)N=C3C[C@H](c3ccc(OC)cc3)[C@H]1C)N(Cc1ccncc1)C2=O
26. CCOC(=O)CC(=O)CSc1nc(-c2ccccc2)cc(-c2ccccc2)c1C#N
27. Cc1cc(C)c(S(=O)(=O)Nc2nnc(C3CCCCC3)s2)c(C)c1
28. CC(CCC(=O)Nc1nncs1)C(=O)O (stereo not given)
29. C[C@H](NC(=O)C[C@@H]1CC[C@@H](NC(=O)C2CCC2)[C@@H](CO)O1)c1ccccc1
30. COc1ccccc1C(=O)N(CCC1CCCN1C)c1nc2ccccc2s1 (stereo not given)
31. O=C(Nc1ccc2c(c1)OCCO2)c1ccc2ccccc2n1
32. COc1ccc(NC(=O)NNC(=O)c2cc3ccccc3cc2O)cc1
assay / entry | 25 | 26 | 27 | 28 | 29 | 30 | 31 | 32
ARNT-TACC3 inh | x | -9 | 0 | -2 | 5 | 5 | 0 | -2
PAX8 reporter | 15 | 26 | -1 | -14 | -3 | -104 | -85 | x
LGR2 inh | 4 | 8 | 1 | x | 2 | 98* | -20 | 24
SIRT5 block | x | 2 | 2 | 1 | 2 | 0 | -2 | 1
DENV2 CPE rescue | -4 | 5 | 2 | -8 | -3 | -4 | x | 5
CASP6 VEID inh | 2 | -1 | 5 | 1 | 1 | -6 | -1 | 0
EWS-Fli inh | 5 | 13 | x | -6 | 0 | 61* | -75 | -10

33. Cc1ccc(NC(=O)c2cc(-c3cccc(O)c3)on2)cc1C
34. C[C@H](CO)N1C[C@H](C)[C@H](CN(C)CC2CC2)Oc2ccc(NC(=O)CCCN(C)C)cc2C1=O
35. CCCCNC(=O)COC(=O)c1ccccc1F
36. COc1ccc(SCc2noc(C(=O)NC(C)C)c2C(=O)O)cc1
37. CN(C)Cc1c(C(=O)N/N=C/C=C/c2ccccc2)nnn1-c1nonc1N
38. C[C@@H]1CN([C@@H](C)CO)S(=O)(=O)c2ccc(C#CC3(O)CCCC3)cc2O[C@@H]1CN(C)C(=O)Cc1cccnc1
39. Cc1nonc1NC(=O)CSc1nc2ccccc2[nH]1
40. Cc1cccc(NCc2ccc(O)c3ncccc23)c1C
assay / entry | 33 | 34 | 35 | 36 | 37 | 38 | 39 | 40
ARNT-TACC3 inh | -1 | 6 | -6 | -1 | -4 | -8 | x | x
PAX8 reporter | -191 | -9 | -4 | -9 | -14 | 12 | -3 | 99*
LGR2 inh | -77 | -12 | 16 | -5 | 2 | -2 | 5 | -8
SIRT5 block | -3 | -3 | 1 | -2 | -3 | -1 | 0 | -4
DENV2 CPE rescue | 1 | 11 | 5 | u | 4 | -2 | -1 | 3
CASP6 VEID inh | 1 | -2 | 0 | -3 | -2 | 2 | 5 | 0
EWS-Fli inh | -79 | 0 | 0 | 5 | 6 | 0 | 4 | 47

41. CN(C)CCN=Cc1c(O)n(Cc2ccccc2)c(=O)c2ccccc12
42. N/C(=N\OC(=O)c1cccc(F)c1)c1ccccn1
43. O=C(c1ccc(N2CCCCS2(=O)=O)cc1)N1CCN(c2ccc(N3CCOCC3)nn2)CC1
44. CCOC(=O)Cn1c(=NC(=O)C(C)(C)C)sc2cc([N+](=O)[O-])ccc21
45. CCCNC(=O)N1C[C@H](C)[C@@H](OC)CN(C)C(=O)c2cc(NC(=O)CC)ccc2OC[C@@H]1C
46. COc1ccc(S(=O)(=O)Nc2ccc3c(c2)C(=O)N([C@@H](C)CO)C[C@H](C)[C@@H](CN(C)S(=O)(=O)c2cn(C)cn2)O3)cc1
47. CC(=O)c1c(C(C)=O)c(C)n(C(c2ccccc2)c2ccccc2)c1C
48. COCC#Cc1cnc2c(c1)C(=O)N([C@@H](C)CO)C[C@@H](C)[C@@H](CN(C)C)O2
assay / entry | 41 | 42 | 43 | 44 | 45 | 46 | 47 | 48
ARNT-TACC3 inh | 7 | 0 | 5 | -3 | -6 | -6 | 1 | -1
PAX8 reporter | -13 | 20 | -4 | -8 | -13 | x | 3 | x
LGR2 inh | 8 | u | -8 | x | -2 | -10 | 6 | -8
SIRT5 block | -2 | -1 | -6 | 1 | -9 | 13 | -4 | 9
DENV2 CPE rescue | u | 0 | 13 | x | 20 | 5 | x | 15
CASP6 VEID inh | 6 | 5 | -3 | -1 | 0 | -1 | 2 | 1
EWS-Fli inh | 0 | 29 | -8 | 3 | -5 | -9 | 9 | -1

49. CCOC(=O)c1sc(=NC(=O)CCS(=O)(=O)c2ccccc2)n(C)c1C
50. CC(=O)Nc1ccc(NS(=O)(=O)c2ccc3c(c2)oc(=O)n3C)cc1
51. COC(=O)c1c(O)cc(C(C)(C)C)n(-c2ccc(F)cc2)c1=O
52. C[C@@H]1CN([C@@H](C)CO)C(=O)c2cc(C#C[C@@H](C)O)cnc2O[C@@H]1CN(C)C(=O)c1ccncc1
53. Cc1noc(C)c1S(=O)(=O)Nc1ccc2c(c1)C(=O)N([C@H](C)CO)C[C@@H](C)[C@H](CN(C)Cc1ccc(C(F)(F)F)cc1)O2
54. O=[N+]([O-])c1ccc(C2Nc3cccc4cccc(c34)N2)cc1
assay / entry | 49 | 50 | 51 | 52 | 53 | 54
ARNT-TACC3 inh | -5 | -2 | 28 | 2 | 9 | 2
PAX8 reporter | -6 | 10 | 12 | x | 5 | 12
LGR2 inh | -4 | 19 | u | -5 | 11 | 19
SIRT5 block | -1 | 7 | x | -2 | 2 | x
DENV2 CPE rescue | 2 | 3 | x | -2 | -2 | x
CASP6 VEID inh | 6 | 3 | x | -3 | 1 | x
EWS-Fli inh | -6 | -6 | x | -13 | 3 | 16

Reprinted at random: 3 compounds from above
53. Cc1noc(C)c1S(=O)(=O)Nc1ccc2c(c1)C(=O)N([C@H](C)CO)C[C@@H](C)[C@H](CN(C)Cc1ccc(C(F)(F)F)cc1)O2
50. CC(=O)Nc1ccc(NS(=O)(=O)c2ccc3c(c2)oc(=O)n3C)cc1
51. COC(=O)c1c(O)cc(C(C)(C)C)n(-c2ccc(F)cc2)c1=O
assay / entry | 53 | 50 | 51
ARNT-TACC3 inh | 9 | -2 | 28
PAX8 reporter | 5 | 10 | 12
LGR2 inh | 11 | 19 | u
SIRT5 block | 2 | 7 | x
DENV2 CPE rescue | -2 | 3 | x
CASP6 VEID inh | 1 | 3 | x
EWS-Fli inh | 3 | -6 | x

The order is random. About 4.9% of those tested had a hit in this group.
